RXFP1 antagonist: RXFP1 (human) relaxin receptor antagonism | Q9HBX9 | HEK293-RXFP1, relaxin-stimulated cAMP HTRF, 30 min; stronger effect = lower value | hit rate 0.59% among 350,000 | activity change, negative = inhibition, % at 57.5 µM;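 active = activity change of -60% or lower, but not beyond a set lower limit; inconclusive = change between -60% and -40%, or beyond the set limit; inactive = change above -40%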
Anesthetic bind: candidate novel general anesthetic via apoferritin binding | P02791 | apoferritin/1-aminoanthracene competitive binding, fluorescence | Potency, µM (highest dose often 77.5 µM), for inactives: at the top dose activity change, negative = displacement, usual class: inhibitors | hit rate 0.074% among 350,000 | AID 485281; active = well fitted inhibition curve with a large enough effect; inconclusive = small, poorly fitted or top-dose-only effect; inactive = no such curve, though single readings can be large or run the other way; also: potency is read from the fitted curve at half-maximal effect; nearly all actives have a fitted effect of over 20% in size
Target sequence (P02791 2-175 limits assumed): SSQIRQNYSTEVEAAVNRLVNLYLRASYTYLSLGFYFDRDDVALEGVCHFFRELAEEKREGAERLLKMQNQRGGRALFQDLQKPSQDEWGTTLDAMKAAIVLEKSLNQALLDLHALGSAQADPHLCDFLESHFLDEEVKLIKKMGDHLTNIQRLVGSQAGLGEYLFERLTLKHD
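Read-out: endpoint 1-AMA fluorescence, excitation 380 nm and emission 535 nm, after compounds sit 10 min at room temperature with 10 uM horse-spleen apoferritin in 50% saturated 1-AMA/PBS. Values come from four-parameter Hill fits.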
Starred values were filed as active, the others as inactive; ? = inconclusive; . = not tested or not shown; & = joins results of further samples; [ ] = remark or other dose. % is scaled to controls: 0 for no effect and ±100 for the full control effect.

RXFP1 antagonist | Anesthetic bind | compound
. | -16% | NC(CC(=O)Nc1ccc(Oc2cc(F)c(F)cc2Br)cc1)C(=O)O (configuration not stated)
. | -18% | CCCCC(=O)O[C@@]1(C(=O)CO)C(C)CC2C3CCC4=CC(=O)C=C[C@@]4(C)[C@]3(F)C(O)C[C@]21C (some centres not stated)
. | 12% | CCCN1CCCC(c2cccc(S(C)(=O)=O)c2)C1 (configuration not stated)
. | 1% | C=CCn1c(=O)n(C2OC(CO)C(O)C2O)c2nc(N)[nH]c(=O)c21 (configuration not stated)
. | 9%[29.3 µM] | CC(=O)OCC(=O)[C@@]1(O)CC[C@@H]2[C@H]3CCC4=CC(=O)C=C[C@]4(C)[C@]3(F)[C@@H](O)C[C@@]21C
. | -5% | CC1O[C@@H](O[C@H]2C(Oc3cc(O)c4c(=O)cc(-c5ccc(O)cc5)oc4c3)OC(CO)C(O)C2O)C(O)C(O)C1O (some centres not stated)
. | 1% | CC1=C(C(=O)O)N2C(=O)C(NC(=O)C(N)c3ccc(O)cc3)C2SC1 (configuration not stated)
. | -10% | C=CCN1CC(C(=O)N(CCCN(C)C)C(=O)NCC)CC2c3cccc4[nH]cc(c34)CC21 (configuration not stated)
. | -7%[29.3 µM] | C[C@@H](C(=O)O)c1ccc(C(=O)c2cccs2)cc1
. | -11% | C=C1c2cccc(O)c2C(O)=C2C(=O)[C@]3(O)C(O)=C(C(N)=O)C(=O)C(N(C)C)C3C(O)C12 (some centres not stated)
. | 33%[activator] | Oc1ccc2c(c1)OCC1(O)Cc3cc(O)c(O)cc3C21 (configuration not stated)
. | 5% | COc1c(O)cc2c(c1O)C1OC(CO)C(O)[C@H](O)[C@H]1OC2=O (some centres not stated)
. | 12%[29.3 µM] | Oc1ccc(/C=C\c2cc(O)cc(O)c2)cc1
. | -10% | CC1CC2C3CCC4=CC(=O)C=C[C@]4(C)[C@@]3(Cl)C(O)C[C@]2(C)C1(OC(=O)c1ccco1)C(=O)CCl (some centres not stated)
. | 2%[29.3 µM] | C1CCC(C(C[C@@H]2CCCCN2)C2CCCCC2)CC1
. | 8% | CC=CC1=C(C(=O)O)N2C(=O)[C@H](NC(=O)[C@H](N)c3ccc(O)cc3)[C@@H]2SC1
. | -4%[29.3 µM] | C[C@H](N[C@@H](C)COc1ccccc1)[C@H](O)c1ccc(O)cc1
6 | . | CCCCC(CC)CNC(=O)CC(C)OC(=O)CCC(=O)O (configuration not stated)
21 | . | O=C(CCCl)NCc1ccccc1
8 | . | Cc1cc(=O)oc2cc(O[C@@H]3SC[C@@H](O)[C@H](O)[C@H]3O)ccc12
-8 | . | c1cnc2cc3c(cc2n1)C1CNCC3C1
-18 | . | O=c1cc(O)c(Cl)c[nH]1
-15 | . | Cn1cc(S(C)=O)c(=O)c2ccc(F)cc21 (configuration not stated)
-7 | . | COc1ccccc1OCC1CNC(=O)O1 (configuration not stated)
-15 | . | NS(=O)(=O)c1cc2c(cc1Cl)CN(C1CCCCC1)C2=O
-11 | . | CC(C(=O)O)c1ccc2c(c1)CC(=O)c1ccccc1S2 (configuration not stated)
-20 | . | Cc1c(C(=O)O)c(O)cc2c1C(=O)c1c(O)c([C@@H]3O[C@H](CO)[C@@H](O)[C@H](O)[C@H]3O)c(O)c(O)c1C2=O
-21 | . | CCOC(=O)[C@H](CCc1ccccc1)N[C@H]1CS[C@H](c2cccs2)CN(CC(=O)O)C1=O
7 | . | CCN(CC)CCNC(C(=O)OCCC(C)C)c1ccccc1 (configuration not stated)
-3 | . | C=CCn1c(=O)n([C@@H]2O[C@H](CO)[C@@H](O)[C@H]2O)c2nc(N)[nH]c(=O)c21

Shown with two lines to a compound: part of the list above
Each structure is followed by: RXFP1 antagonist	Anesthetic bind
- CC=CC1=C(C(=O)O)N2C(=O)[C@H](NC(=O)[C@H](N)c3ccc(O)cc3)[C@@H]2SC1
    .	8%
- C[C@H](N[C@@H](C)COc1ccccc1)[C@H](O)c1ccc(O)cc1
    .	-4%[29.3 µM]

4 of the compounds above, field by field.
Cn1cc(S(C)=O)c(=O)c2ccc(F)cc21 (configuration not stated)
  RXFP1 antagonist = -15	Anesthetic bind = .

COc1ccccc1OCC1CNC(=O)O1 (configuration not stated)
  RXFP1 antagonist = -7	Anesthetic bind = .

NS(=O)(=O)c1cc2c(cc1Cl)CN(C1CCCCC1)C2=O
  RXFP1 antagonist = -15	Anesthetic bind = .

CC(C(=O)O)c1ccc2c(c1)CC(=O)c1ccccc1S2 (configuration not stated)
  RXFP1 antagonist = -11	Anesthetic bind = .

Next section:
RXFP1 antagonist | Anesthetic bind | compound
15 | . | Cc1c(Cn2ccnc2)c2ccccc2n1CCC(=O)O
14 | . | Cc1ccc(S(=O)(=O)NC(=O)NC2CCCCC2)cc1
-20 | . | CCOC(=O)N1CCC(n2c(=O)[nH]c3cc(Cl)ccc32)CC1
19 | . | CCNC(=O)NCCCOc1cccc(CN2CCCCC2)c1
-13 | . | CCCOC(=O)c1ccc(N)cc1
-8 | . | CCNC(=O)NCc1cccc(Cl)c1
-13 | . | CCCCN(CCCC)C(C(N)=O)c1ccc(OC)cc1 (configuration not stated)
9 | . | COCCc1ccccn1
-2 | . | NC1CCN(c2nc3c(cc2F)c(=O)c(C(=O)O)cn3-c2ccc(F)cc2F)C1 (configuration not stated)
-12 | . | COc1ccc(-c2cc(=S)ss2)cc1
26 | . | Cc1cc(O)c(C)c(C)c1O
12 | . | Cc1ccc(=O)n(-c2ccccc2)c1
-12 | . | CCOC(=O)[C@H](CCc1ccccc1)N[C@@H](C)C(=O)N1Cc2ccccc2C[C@H]1C(=O)O
13 | . | Cc1[nH]cnc1-c1ccc(Cl)cc1
-17 | . | N[C@H]1CN(c2c(F)cc3c(=O)c(C(=O)O)cn(C4C[C@@H]4F)c3c2Cl)CC12CC2 (some centres not stated)
16 | . | CO/N=C(/C(=O)N[C@@H]1C(=O)N2C(C(=O)[O-])=C(C[n+]3ccn4ncccc43)CS[C@H]12)c1nsc(N)n1
1 | . | CC(C)COC(=O)c1ccc(N)cc1
? | -6%&-4% | CCc1ccc(CCOc2ccc(CC3SC(=O)NC3=O)cc2)nc1 (configuration not stated)
6 | -10% | NC(=O)C1(N2CCCCC2)CCN(CCCC(=O)c2ccc(F)cc2)CC1
-21 | 68%[activator] | CC(=O)Oc1ccc(C(=C2CCCCC2)c2ccc(OC(C)=O)cc2)cc1
31 | 3% | CC[C@H](NC(C)C)[C@H](O)c1ccc(O)c2[nH]c(=O)ccc12
-3 | -9% | CCOC(N)=O
6 | 3% | CCCCCCCCCCCCCCC[C@H](O)[C@@H](N)CO

Random excerpt: 3 entries already listed
RXFP1 antagonist | Anesthetic bind | compound
? | -6%&-4% | CCc1ccc(CCOc2ccc(CC3SC(=O)NC3=O)cc2)nc1 (configuration not stated)
12 | . | Cc1ccc(=O)n(-c2ccccc2)c1
13 | . | Cc1[nH]cnc1-c1ccc(Cl)cc1

These rows are one share of the data; count on the stated rates, not on these rows.
